NPY-Y1 PAM-ag = human NPY-Y1 potentiation or agonism, primary screen. NPY-Y1 expressing cells, potentiator/agonist activation. activation, % at 3.6 µM. 220,000 tested, 0.37% active. P25929; in the data active = activation above about 33%, passing the limit was not always enough;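 note: cells stimulated with NPY at EC10 then isoproterenol at EC100; 0% = low agonist plus stimulus and 100% = saturating agonist plus stimulus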
S1P4 antagonist = human S1P4 receptor antagonism. inhibition, % at 4.98 µM. S1P4-expressing cells, antagonist mode, reporter read-out. 220,000 tested, 0.26% active. O95977; in the data active = inhibition above about 29%;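 note: 0% = wells stimulated with agonist and 100% = vehicle wells without agonist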
Ba/F3 V617F tox = reduce viability of Ba/F3 cells dependent on JAK2V617F; Ba/F3 EpoR-JAK2V617F viability, ATP luminescence; inhibition, % at 5.6 µM; 220,000 tested, 1.1% active;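 active = inhibition above the campaign mean plus 3 SD over all tested compounds, cut at about 24% in these data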;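 note: cytokine-independent growth of Ba/F3 cells driven by EpoR plus mutant JAK2; 0% = DMSO-treated cells and 100% = JAK inhibitor I control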
S1P4 ag = human S1P4 receptor agonism | S1P4-expressing cell line, agonist reporter assay | activation, % at 4.98 µM | 220,000 tested, 0.35% active | AID 1509 | O95977; in the data active = activation above about 11%;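 note: 0% = DMSO vehicle and 100% = reference agonist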
RBBP9 inhibitor = human RBBP9 hydrolase inhibition | O75884 | recombinant RBBP9, FP-Rh probe fluorescence polarization | inhibition, % at 7.94 µM | 220,000 tested, 0.2% active | AID 1515;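 active = inhibition above the campaign mean of all tested compounds plus 3 SD, cut at about 14% in these data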;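 note: plate controls were DMSO wells with RBBP9 for no effect and wells lacking RBBP9 protein for full effect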
Target sequence (O75884 whole entry, looked up): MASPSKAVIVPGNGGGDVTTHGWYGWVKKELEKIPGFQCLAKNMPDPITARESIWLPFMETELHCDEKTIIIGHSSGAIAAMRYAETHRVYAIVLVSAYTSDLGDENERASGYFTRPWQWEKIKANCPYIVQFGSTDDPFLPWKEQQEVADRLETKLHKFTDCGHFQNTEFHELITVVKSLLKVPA
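Controls: DMSO-treated enzyme wells and wells lacking RBBP9 | Material: RBBP9 protein | Technique: Fluorescence polarization | Replication: Single well per compound, no replicates | Buffer or medium: Tris-NaCl-Pluronic buffer, pH 8.0 | Timing: 30 min compound preincubation, 45 min probe labeling, 25 °C | Read-out basis: Percent inhibition from mP, scaled between DMSO and no-protein wells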
Runt-CBFb FRET = Runt domain-CBFb interaction inhibition; AID 1496; Q01196+Q13951; inhibition, % at 20 µM; Cerulean-Runt/Venus-CBFb FRET ratio 530/480, 1 h; 220,000 tested, 0.46% active;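 active = inhibition over about 50% at 20 µM in the single-dose screen, limit read from the data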;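 note: 0% = DMSO wells and 100% = excess unlabeled CBFb competitor control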
Target sequence (Q01196 whole entry, looked up, the tested form may be a part): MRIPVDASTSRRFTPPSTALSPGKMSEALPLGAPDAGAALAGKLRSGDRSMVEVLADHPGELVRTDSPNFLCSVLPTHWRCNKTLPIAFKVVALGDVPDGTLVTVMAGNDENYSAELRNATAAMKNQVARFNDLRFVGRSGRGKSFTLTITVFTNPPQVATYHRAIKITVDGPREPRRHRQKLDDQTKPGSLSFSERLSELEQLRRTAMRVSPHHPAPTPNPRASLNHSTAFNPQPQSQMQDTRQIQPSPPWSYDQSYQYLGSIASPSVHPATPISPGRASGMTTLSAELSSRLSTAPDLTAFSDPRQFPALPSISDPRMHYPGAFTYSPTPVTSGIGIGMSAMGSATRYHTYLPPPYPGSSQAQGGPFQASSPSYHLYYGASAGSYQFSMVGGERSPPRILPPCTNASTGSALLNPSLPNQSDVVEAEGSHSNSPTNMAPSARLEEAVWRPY
Target sequence (Q13951 whole entry, looked up, the tested form may be a part): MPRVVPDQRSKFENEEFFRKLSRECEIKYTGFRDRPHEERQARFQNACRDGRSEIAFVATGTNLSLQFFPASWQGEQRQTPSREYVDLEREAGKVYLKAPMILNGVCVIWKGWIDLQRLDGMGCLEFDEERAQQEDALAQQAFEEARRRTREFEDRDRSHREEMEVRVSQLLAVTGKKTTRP
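Buffer or medium: Tris pH 7.5 buffer with BSA. Assay system: Cerulean-labeled Runt domain protein. Amount: each fluorescent fusion protein 100 nM. Read-out basis: loss of energy transfer signal. Incubation: 1 h compound exposure, room temperature. Probe or stimulus: Venus-CBFb binding partner, 100 nM. Detection: FRET, excitation 422 nm, emission at 530 and 480 nm.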
NPY Y1 blocker = antagonists of human neuropeptide Y receptor Y1. inhibition, % at 3.6 µM. P25929. 200,000 tested, 1% active. HEK293-CNG Y1 cells, membrane potential fluorescence; NPY at EC95, then isoproterenol;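 active = inhibition above the campaign mean inhibition of all tested compounds plus 3 SD, cut at about 20% in these data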;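 note: 0% = DMSO wells given NPY plus isoproterenol and 100% = isoproterenol alone without NPY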
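Assay system: HEK293 cells with Y1 receptor plus CNG channel | Probe or stimulus: NPY (25 nM), isoproterenol (1 µM), Ro 20-1724 (25 µM) | Timing: Compound incubation 1 h at room temperature, readout 45 min post-stimulation | Measured by: Membrane-potential fluorescent dye readout | Benchmarks: High control isoproterenol alone, low control NPY with isoproterenol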
BaF3 parental = counter-screen for JAK2V617F inhibitors: parental Ba/F3 viability inhibitors; AID 1486; 220,000 tested, 1.1% active; CellTiter-Glo ATP luminescence; inhibition, % at 5.6 µM;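 active = inhibition above a per-campaign cutoff, the mean inhibition of all tested compounds plus 3 SD, cut at about 27% in these data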;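 note: 0% = DMSO wells and 100% = JAK Inhibitor I control wells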
NPY2 pot ag = human NPY-Y2 potentiation or agonism, primary screen. P49146. cells expressing NPY-Y2, potentiator/agonist read-out. activation, % at 3.6 µM. 220,000 tested, 0.45% active; in the data active = activation above about 27%;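 note: cells stimulated with NPY near EC25 plus isoproterenol at EC100; 0% = vehicle plus submaximal agonist and 100% = vehicle plus saturating agonist; some results beyond the cut were filed as inactive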
* = called active by the depositor; / = not tested or not shown; & = joins results of further samples.

SMILES	NPY-Y1 PAM-ag	S1P4 antagonist	Ba/F3 V617F tox	S1P4 ag	RBBP9 inhibitor	Runt-CBFb FRET	NPY Y1 blocker	BaF3 parental	NPY2 pot ag
CCC(=O)Nc1ccc(N2CCN(CC)CC2)c(Cl)c1	-1	-10	1	0.5	-3	-3	2	2	8
COc1cccc(-n2c(C)nc3ccccc3c2=O)c1	-11	-1	-2	-0.1	-3	1	-5	3	-1
CC(=O)N1CCN(CC(=O)Nc2ccc(C#N)c(Cl)c2)CC1	-19	2	6	2.3	-7	0	-1	12	1
NP(=O)(OCC(F)(F)F)Oc1cccc2ccccc12 (stereo unspecified)	-2	-7	1	-0.4	-4	1	-2	6	-11
O=c1[nH]c(=O)n(C2CCCCCC2)c(O)c1C=NCC1CCCO1 (stereo unspecified)	-11	7	1	-1.5	0	-1	-3	7	0
O=C(C1CC(c2ccccc2O)=NO1)N1CCC2(CC1)OCCO2 (stereo unspecified)	-15	-7	-1	-5.4	13	0	3	4	9
CN1C(=O)C(=Cc2ccccc2OCCOc2ccc([N+](=O)[O-])cc2)C(=O)N(C)C1=O	5	-3	4	-0.5	-2	0	4	7	-15
CCCC(C)(COC(N)=O)COC(=O)NC(C)C (stereo unspecified)	-15	-14	-1	1.3	-4	-3	6	6	3
CCOP(=O)(OCC)C(O)c1ccc(OC)cc1OC (stereo unspecified)	5	-2	1	-2.4	0	-2	4	1	1
CCOC(=O)C1=C(N)Oc2cc(C)oc(=O)c2C12C(=O)N1c3c(cccc32)C(C)CC1(C)C (stereo unspecified)	17	-5	2	2.0	-4	-3	-8	1	1
COC(=O)CSC1=NP(=S)(SCC(=O)OC)N2CCCC2=C1C#N (stereo unspecified)	-6	-4	0	2.9	0	-3	2	78*	9
CC[N+]12CCC(CC1)C(C(O)(c1ccccc1)c1ccccc1)C2 (stereo unspecified)	-1	0	-2	0.5	1	0	/	-5	-6
CN1C(=O)C(=Cc2ccc(-c3cccc(Cl)c3)o2)C(=O)N(C)C1=O	-23	11	2	2.8	-11	3	3	4	4
CN1C(=O)NC(=O)/C(=C/c2ccc([N+](=O)[O-])o2)C1=O	23	-12	-2	-0.5	1	9	/	-3	-5
O=c1[nH]c(=O)n(-c2ccccc2)c(O)c1N=Nc1ccc(Br)cc1	7	-10	3	-1.1	1	-3	-5	8	11
N#CCP(=S)(c1ccccc1)c1ccccc1	14	-17	-4	0.8	-9	-3	1	2	6
O=C1NC(=O)N(C2CCCCC2)C(=O)C1C1c2ccccc2C(=O)N1Cc1ccccc1 (stereo unspecified)	-6	4	-3	2.7	5	1	0	5	6
COc1ccc2c(c1)NP(=S)(Oc1ccccc1)N2 (stereo unspecified)	4	10	-3	-0.9	6	30	/	1	0
COc1ccc(CCNCc2ccc(F)cc2)cc1OC	-3	-15	-1	1.3	-11	2	5	1	-3
CC(=NCCC1=CCCCC1)c1c(O)[nH]c(=O)[nH]c1=O	3	-5	6	-1.6	-7	-1	-1	5	2

Reformatted with two lines to a compound: entries from further up.
Results follow in this order: NPY-Y1 PAM-ag, S1P4 antagonist, Ba/F3 V617F tox, S1P4 ag, RBBP9 inhibitor, Runt-CBFb FRET, NPY Y1 blocker, BaF3 parental, NPY2 pot ag
> N#CCP(=S)(c1ccccc1)c1ccccc1
    14, -17, -4, 0.8, -9, -3, 1, 2, 6
> O=C1NC(=O)N(C2CCCCC2)C(=O)C1C1c2ccccc2C(=O)N1Cc1ccccc1 (stereo unspecified)
    -6, 4, -3, 2.7, 5, 1, 0, 5, 6
> COc1ccc2c(c1)NP(=S)(Oc1ccccc1)N2 (stereo unspecified)
    4, 10, -3, -0.9, 6, 30, /, 1, 0
> COc1ccc(CCNCc2ccc(F)cc2)cc1OC
    -3, -15, -1, 1.3, -11, 2, 5, 1, -3

Continuation.
SMILES	NPY-Y1 PAM-ag	S1P4 antagonist	Ba/F3 V617F tox	S1P4 ag	RBBP9 inhibitor	Runt-CBFb FRET	NPY Y1 blocker	BaF3 parental	NPY2 pot ag
CCCCn1c(O)c(C(C)=NCCCn2ccnc2)c(=O)[nH]c1=O	-8	-5	-4	1.1	1	1	7	0	8
CC(C)CN(CC(C)C)c1ccc(C=C2C(=O)NC(=S)NC2=O)cc1[N+](=O)[O-]	24	-7	-4	0.6	-3	-2	-7	5	5
COc1ccc(/C=C2/C(=O)NC(=O)N(Cc3ccco3)C2=O)cc1	0	-13	-2	2.0	-8	38	0	2	-3
Cc1cccn2c(=O)c3c(nc12)N1CCc2ccccc2C1C1(C3)C(=O)NC(=O)N(C)C1=O (stereo unspecified)	9	12	-3	-0.8	-6	0	0	2	-3
O=c1[nH]c(=S)n(Cc2ccco2)c(O)c1C=NCc1cccs1	21	6	-2	-0.8	-7	27	3	2	6
COc1ccc(CCNCc2ccc(SC)cc2)cc1	-10	-14	-2	0.0	-5	-2	18	0	-23
O=C(Cc1ccccc1)N1CCN(C2CCCC2)CC1	-12	-2	-1	1.3	-5	1	-2	7	-4
CCOC(=O)C(NC(=O)C(Cc1ccc(N(CCCl)CCCl)cc1)NC(C)=O)C(C)C (stereo unspecified)	6	-9	0	0.6	1	-1	-4	5	-12
O=C(Cc1ccccc1)OCn1nnc2ccccc2c1=O	5	-3	-5	-0.6	-4	-2	-2	-2	-2
Cc1cc(C(=O)Nc2ccccc2)nn1C(C)(C)C	-2	2	1	1.2	-6	-1	/	1	-13
O=c1[nH]c(=O)n(-c2cccc(Cl)c2)c(O)c1/C=N/c1ccccn1	-2	-5	1	1.8	-2	0	-6	4	-3
COc1ccc(C(CC(=O)N2CCC3(CC2)OCCO3)NS(=O)(=O)c2ccc(C)cc2)cc1 (stereo unspecified)	5	-8	-2	2.2	-6	0	10	-2	6
O=C(NC(Cc1ccccc1)C(=O)N1CCC2(CC1)OCCO2)C1CCCCC1 (stereo unspecified)	-1	-20	4	0.8	-4	-2	-5	2	-1
CC(=O)N(C1=NCCCS1)c1ccc(Cl)cc1	15	-18	-1	0.8	3	-1	6	10	7
COC(=O)CC1=C(C(=O)OC)C2(C(=O)N(C)c3ccccc32)C(C#N)=C(N)O1 (stereo unspecified)	16	-6	-2	-1.9	-2	1	-4	2	2
CC(C)C(=O)N1CCN(CCN=Cc2c(O)n(C)c(=O)n(C)c2=O)CC1	9	3	2	0.7	1	-1	-3	4	-6
COc1ccc(C(=O)C2CCCN(Cc3ccc(C)s3)C2)c(OC)c1 (stereo unspecified)	9	-10	-2	0.3	-8	-2	12	-4	-4
COc1ccc(CCNCc2ccc(C)s2)cc1OC	-20	3	4	-0.3	-1	0	4	8	-15
CCCCn1nc(C)c(C(=O)O)c1Cl	-23	-1	2	1.2	-4	1	/	4	-10
Cc1ccnc(-n2c(-c3ccccc3)nc3ccccc3c2=O)c1	-3	-12	-1	0.8	-8	3	1	6	12
CC(=O)OC1(c2ccccc2)CC(C(C)(C)C)CN(C(C)(C)C)C1 (stereo unspecified)	10	-2	-2	-0.1	2	-3	5	4	10
CC(=O)c1cc(C(C)=O)c(C)[n+](C)c1C	2	-4	-5	1.4	7	2	/	3	14
COc1cccc(-c2cc(C(F)(F)F)n3nc(C(=O)N4CCC5(CC4)OCCO5)cc3n2)c1	-30	1	2	0.5	-1	-6	0	4	-21
CC(C)(C)c1ccc(CN2C(=O)CN=C(c3ccccc3)c3ccccc32)cc1	21	-18	3	-2.6	-8	-7	-4	10	1
Cn1cccc1/C=C1\C(=O)NC(=O)N(Cc2ccccc2)C1=O	24	-3	-2	-0.3	-8	3	/	-5	-5
S=C=Nc1ccccn1	-5	-8	-1	0.8	2	1	2	0	4
Cc1ccc(N2C(=O)NC(=O)/C(=C/c3ccoc3)C2=O)cc1	-4	6	-4	-0.7	-1	-127	/	2	-3
CN(C)[C@@H]1C(=O)C(C(N)=O)=C(O)[C@@]2(O)C(=O)C3=C(O)c4c(O)cccc4[C@@](C)(O)[C@H]3[C@H](O)[C@@H]12	14	-12	1	-0.1	5	3	0	0	7
Cc1cc(/C=C2\C(=O)NC(=O)N(Cc3ccco3)C2=O)c(C)n1-c1ccc(O)cc1	8	9	2	-0.4	2	33	-4	2	-1
CCOC(=O)C1(CCOc2ccccc2)CCN(Cc2ccc(C)s2)CC1	-1	-12	-4	1.8	-6	-1	10	0	-24
C=CCn1c(O)c(C(C)=NCc2cc(OC)cc(OC)c2)c(=O)[nH]c1=O	-2	-27	45*	2.0	-4	-1	1	28*	9
CCOC(=O)C1(Cc2ccc(Cl)cc2)CCN(C(C)CCn2cccn2)CC1 (stereo unspecified)	10	-9	0	-1.8	3	-2	14	1	-22
Cc1nn(Cc2ccccc2)c(Cl)c1C(=O)Nc1ccc(OC(F)(F)F)cc1	25	-11	-4	-0.9	-4	-3	-1	3	6
N/C(=N\[N+](=O)[O-])N/N=C/c1ccc(O)cc1	-4	-19	-3	1.8	-2	0	-4	-1	-1
Nc1ccccc1C(=O)c1ccccc1	-3	-12	-2	2.0	-8	2	0	4	1
C=CCn1c(O)c(C(C)=NCCC(c2ccccc2)c2ccccc2)c(=O)[nH]c1=O	2	-4	4	-1.3	-9	-2	0	6	2
Cc1ccccc1-n1c(O)c(/C=N/c2nccs2)c(=O)[nH]c1=O	9&-7	-16&15	-3&4	-0.9&4.1	-2&4	0&3	-3&-2	-1&5	11&-6
O=c1[nH]c(O)c(C=NCCc2ccccc2)c(=O)[nH]1	10	-9	-2	-0.1	-6	2	/	-7	4
COc1cc(/C=C2\C(=O)NC(=O)N(c3ccccc3)C2=O)cc(OC)c1O	-26	4	-1	-0.8	-5	7	9	-1	-4
Nc1nonc1C(=O)N/N=C/c1ccc([N+](=O)[O-])o1	19	-1	0	1.6	-8	6	-3	4	2
O=c1c2ccccc2nc(/C=C/c2ccc(F)cc2)n1-c1ccccn1	-12	4	-2	0.7	-8	-2	/	0	-18
O=C1NC(=S)NC(=O)C1C1CCCCC1	8	-25	-4	1.3	-6	8	/	-6	-7
O=c1[nH]c(=S)n(-c2ccccc2F)c(O)c1C=NCc1ccco1	2	-26	0	1.2	1	7	1	1	14
CCCCn1c(O)c(C(C)=NCCN2CCCCC2)c(=O)[nH]c1=O	4	-3	-3	0.6	-8	0	-1	7	11
CCN(CC)CCCC(C)N=C(c1ccccc1)c1c(O)n(C)c(=O)n(C)c1=O (stereo unspecified)	-9	1	1	-1.3	-6	-1	-2	6	-5
CCNC(=O)[C@H]1O[C@@H](n2cnc3c(N)ncnc32)[C@H](O)[C@@H]1O	-21	-6	-3	6.9	-12	-3	145*	-7	-53
O=C(Cc1ccccc1)Oc1cccc(N2C(=O)CCC2=O)c1	-30	7	4	1.1	-5	0	-1	13	-16
CCN1CCN(C(=O)Cc2c(C)n(C(=O)c3ccc(Cl)cc3)c3ccc(OC)cc23)CC1	-39	1	3	0.7	-10	-1	4	6	-7

The list is partial, so the mix of outcomes need not match the whole.
